TcdB inh: TcdB glycohydrolase inhibitors, primary screen, biochemical, single point, plate reader | Toxin B (Clostridioides difficile), P18177 | TcdB glycohydrolase enzymatic assay | inhibition, % at 9.99 µM | 350,000 compounds, 0.24% hits | AID 652162, 2013; in the data active means inhibition above about 10%
Numbers without * were called inactive. These rows are one share of the data (hit frequency here may not be typical).

SMILES	TcdB inh
Cc1noc(C)c1NC(=O)Nc1ccc2c(c1)C(=O)N([C@@H](C)CO)C[C@@H](C)[C@H](CN(C)S(=O)(=O)c1cn(C)cn1)OCCCC[C@@H](C)O2	-0.1
CN1c2ccc(-c3ccc(F)cc3)cc2[C@@H]2[C@@H](CCN2C(=O)Cc2ccccn2)[C@H]1CO	-0.6
C[C@@H]1CCCCO[C@H](CN(C)Cc2ccncc2)[C@H](C)CN([C@H](C)CO)C(=O)c2cc(N(C)C)ccc2O1	-18
O=C(NCC1CC1)[C@@H]1[C@@H](CO)[C@@H]2Cn3c(ccc(C4=CCCC4)c3=O)[C@H]1N2CCC(F)(F)F	-0.4
C[C@H]1CCCCO[C@H](CN(C)C)[C@@H](C)CN([C@@H](C)CO)C(=O)c2cc(NC(=O)NC3CCCCC3)ccc2O1	-13
O=C(N[C@@H]1CC[C@@H](CC(=O)N2CCC(Cc3ccccc3)CC2)O[C@@H]1CO)c1cnccn1	-0.2
COc1ccc(NC(=O)Nc2ccc3c(c2)CC(=O)N([C@@H](C)CO)C[C@H](C)[C@@H](CN(C)C(=O)Nc2ccc4c(c2)OCO4)O3)cc1	0.6
Cc1ccc(S(=O)(=O)Nc2ccc3c(c2)C(=O)N([C@H](C)CO)C[C@H](C)[C@@H](CN(C)C(=O)Nc2ccc4c(c2)OCO4)OCCCC[C@H](C)O3)cc1	0.8
CC(=O)N1CC2(C1)[C@H](c1ccc(-c3cccc(F)c3)cc1)[C@H](CO)N2CC1CCOCC1	-0.2
C[C@@H]1CN([C@@H](C)CO)C(=O)c2cc(NC(=O)Nc3ccc4c(c3)OCO4)ccc2O[C@@H]1CN(C)S(=O)(=O)c1ccccc1	-0.4
Cn1cnc(CCNC(=O)C[C@H]2CC[C@@H]3[C@H](COC[C@@H](O)CN3C(=O)Nc3ccccc3)O2)c1	0.4
O=C(Nc1cccc(F)c1)N1C[C@H]2[C@@H](c3ccccc31)[C@H](CO)N2C(=O)Cc1ccccc1	-14
O=C(Nc1ccccc1F)N[C@H]1CC[C@H](CCNS(=O)(=O)c2ccc(Cl)cc2)O[C@@H]1CO	1.0
C[C@H](CO)N1C[C@H](C)[C@H](CN(C)C)Oc2ncc(-c3ccc(C(=O)N(C)C)cc3)cc2C1=O	-0.9
OC[C@H]1[C@@H](c2ccc(-c3cccnc3)cc2)[C@@H]2CN(Cc3ccccn3)CCCCN12	0.2

Pulled by structure from the entries so far:
SMILES	TcdB inh
Cn1cnc(CCNC(=O)C[C@H]2CC[C@@H]3[C@H](COC[C@@H](O)CN3C(=O)Nc3ccccc3)O2)c1	0.4
C[C@@H]1CCCCO[C@H](CN(C)Cc2ccncc2)[C@H](C)CN([C@H](C)CO)C(=O)c2cc(N(C)C)ccc2O1	-18
O=C(NCC1CC1)[C@@H]1[C@@H](CO)[C@@H]2Cn3c(ccc(C4=CCCC4)c3=O)[C@H]1N2CCC(F)(F)F	-0.4
C[C@H](CO)N1C[C@H](C)[C@H](CN(C)C)Oc2ncc(-c3ccc(C(=O)N(C)C)cc3)cc2C1=O	-0.9

The list continues.
SMILES	TcdB inh
CN(C)CC(=O)Nc1ccc2c(c1)[C@@H]1C[C@@H](CC(=O)N(C)C)O[C@H](CO)[C@@H]1O2	-0.2
COc1ccc(S(=O)(=O)N[C@@H]2CC[C@H](CCn3cc(C(C)C)nn3)O[C@@H]2CO)cc1	0.6
C[C@H](CO)N1C[C@H](C)[C@H](CN(C)Cc2ccc(C(F)(F)F)cc2)Oc2ccc(NC(=O)C3CCCCC3)cc2C1=O	0.9
C[C@@H]1CCCCO[C@H](CN(C)C(=O)CCC(F)(F)F)[C@@H](C)CN([C@@H](C)CO)C(=O)c2cc(NS(=O)(=O)c3ccccc3)ccc2O1	1.2
CC(C)NC(=O)Nc1ccc2c(c1)C(=O)N(C)[C@@H]1CC[C@@H](CC(=O)NCC3CCCCC3)O[C@H]1CO2	-0.2
Cc1ccc(NC(=O)NNC(=O)CSC2CCc3ccccc32)c(C)c1 (configuration not stated)	-1.3
C[C@@H]1CN([C@@H](C)CO)C(=O)c2cc(NC(=O)C3CCCCC3)ccc2O[C@@H](C)CCCCO[C@H]1CN(C)S(=O)(=O)c1cn(C)cn1	0.0
C[C@H](CO)N1C[C@H](C)[C@@H](CN(C)Cc2cncnc2)Oc2cc(C3=CCCC3)ccc2S1(=O)=O	1.2
C[C@@H](NC(=O)C[C@H]1C=C[C@@H](NC(=O)Cc2ccccn2)[C@H](CO)O1)c1ccccc1	0.0
Cc1ccc(NCN2C(=O)c3ccccc3C2=O)c(C)n1	0.6
C[C@@H]1CN([C@H](C)CO)C(=O)c2cc(NC(=O)Cc3ccccc3)ccc2O[C@@H]1CN(C)S(=O)(=O)c1ccccc1	0.0
CCNC(=O)C[C@H]1CC[C@@H]2[C@H](COC[C@H](O)CN2S(=O)(=O)c2ccccc2F)O1	-0.2
C[C@H]1CN([C@@H](C)CO)C(=O)c2cccc(NC(=O)Nc3ccc4c(c3)OCO4)c2O[C@H]1CN(C)S(=O)(=O)c1ccc(Cl)cc1	0.4
C[C@@H]1ON(C)[C@H]2C[C@H]3c4cc(N5CCOCC5)ccc4CCN3C[C@@H]12	0.9
C[C@H](CO)N1C[C@H](C)[C@H](CN(C)S(=O)(=O)c2ccc(F)cc2)Oc2c(NC(=O)Nc3ccc(F)cc3)cccc2C1=O	0.6
O=C(C(=O)N1CCC(CNC(=O)c2ccccc2F)CC1)c1cc2ccccc2o1	0.8
C[C@@H]1CN([C@@H](C)CO)C(=O)Cc2cc(NC(=O)CCN3CCOCC3)ccc2O[C@H]1CN(C)Cc1ccc(Cl)c(Cl)c1	1.2
CO[C@H]1CN(C)C(=O)c2ccc(NC(=O)c3ccc4c(c3)OCO4)cc2OC[C@H](C)NC[C@H]1C	0.8
C/C=C/c1ccc2c(c1)O[C@H](CN(C)C(=O)c1ccccc1F)[C@H](C)CN([C@H](C)CO)S2(=O)=O	-0.5
C[C@@H]1CN([C@@H](C)CO)S(=O)(=O)c2ccc(C#Cc3ccccc3)cc2O[C@H]1CN(C)C(=O)Nc1ccc2c(c1)OCO2	-7.0
CCCNC(=O)C[C@@H]1CC[C@@H]2[C@H](COC[C@@H](O)CN2Cc2ccccc2F)O1	0.7
C[C@H]1CN([C@@H](C)CO)C(=O)c2c(c3ccccc3n2C)-c2ccccc2CO[C@@H]1CN(C)Cc1cccc2c1OCCCO2	1.0
C[C@H](CO)N1C[C@H](C)[C@H](CN(C)S(=O)(=O)c2cn(C)cn2)Oc2ccc(NC(=O)CCCCCC(=O)Nc3ccccc3N)cc2C1=O	-0.7
COc1ccc(CN(C)C[C@H]2Oc3ccc(NC(=O)NC(C)C)cc3CC(=O)N([C@@H](C)CO)C[C@@H]2C)cc1	-8.0
C[C@H](NC(=O)[C@H]1[C@H](CO)[C@H]2Cn3c(cccc3=O)[C@H]2N1Cc1ccncc1)c1ccccc1	-1.2
C[C@@H]1CN([C@@H](C)CO)C(=O)c2cccc(NS(=O)(=O)c3cccs3)c2O[C@H]1CN(C)C(=O)Nc1ccc(C(F)(F)F)cc1	-8.5
C=CCN1Cc2ccccc2[C@@H]2OC(c3ccc(OCCCO)cc3)=N[C@]2(CCS(=O)(=O)c2ccccc2)C1=O	-2.3
COc1cccc(-c2cnc3c(c2)C(=O)N([C@@H](C)CO)C[C@H](C)[C@@H](CN(C)CC2CCOCC2)O3)c1	1.7
C/C=C/c1ccc([C@H]2[C@@H](CO)N(S(C)(=O)=O)[C@H]2CN(CCC)C(C)=O)cc1	0.1
COC(=O)c1cn(CCNC(=O)[C@@H](NS(=O)(=O)c2ccc(C)cc2)C(C)C)nn1	-2.0
C[C@@H]1CCCCO[C@H](CN(C)Cc2ccccc2)[C@@H](C)CN([C@@H](C)CO)C(=O)c2cc(NC(=O)Nc3ccccc3)ccc2O1	0.0
CCCNC(=O)N1CC2(CN(C(=O)Cc3cccnc3)C2)c2c([nH]c3cc(OC)ccc23)[C@H]1CO	-0.5
C[C@H]1CN([C@@H](C)CO)C(=O)c2cccc(NS(=O)(=O)c3cccs3)c2O[C@H]1CN(C)Cc1ccc(C(=O)O)cc1	-0.3
Cc1cccc(-c2ccc([C@H]3[C@@H](CO)N4C(=O)CN(S(=O)(=O)c5cccc(F)c5)C[C@@H]34)cc2)c1	0.9
C[C@H](CO)N1C[C@H](C)[C@@H](CN(C)Cc2ccc(Oc3ccccc3)cc2)Oc2ccc(NC(=O)CCN3CCOCC3)cc2C1=O	1.0
CC(=O)N(C)C[C@@H]1Oc2ncc(C#CCc3ccccc3)cc2C(=O)N([C@@H](C)CO)C[C@@H]1C	-1.4
O=C(C[C@@H]1CC[C@H](NC(=O)Nc2cccc(F)c2)[C@H](CO)O1)NCC1CC1	2.8
COc1cccc(CN2CC3(CCN(C)CC3)c3c(n(C)c4cc(OC)ccc34)[C@H]2CO)c1	-4.4
C[C@@H]1CN([C@H](C)CO)C(=O)c2cccc(NC(=O)NC3CCCCC3)c2O[C@@H]1CN(C)S(=O)(=O)c1ccc(F)cc1	0.4
COc1ccc(NC(=O)N(C)C[C@@H]2Oc3c(NC(=O)Nc4ccccc4)cccc3C(=O)N([C@H](C)CO)C[C@H]2C)cc1	1.1
COCC(=O)NC[C@@H]1[C@H](c2ccc(C3=CCCC3)cc2)[C@@H](CO)N1C(=O)C1CC1	-10
COc1ccc(S(=O)(=O)N(C)C[C@H]2Oc3ccc(NC(=O)CCCN(C)C)cc3CC(=O)N([C@@H](C)CO)C[C@@H]2C)cc1	0.3
CCCN1C(=O)c2[nH]nc(-c3ccccc3)c2C1c1ccc(F)cc1 (configuration not stated)	3.5
Cc1ccc(S(=O)(=O)N(C)C[C@H]2Oc3ccc(NC(=O)c4ccncc4)cc3CC(=O)N([C@H](C)CO)C[C@@H]2C)cc1	-1.8
COc1ccc(NC(=O)N2CCCCN3[C@H](CO)[C@H](c4ccc(C#CCC(C)C)cc4)[C@@H]3C2)cc1	-0.8
O=C(C[C@H]1CC[C@H]2[C@@H](COC[C@@H](O)CN2S(=O)(=O)c2ccc(F)cc2)O1)N[C@H]1CCN(Cc2ccccc2)C1	-2.0
Cc1noc(C)c1NC(=O)Nc1ccc2c(c1)CC(=O)N([C@H](C)CO)C[C@H](C)[C@@H](CN(C)C(=O)Nc1c(C)noc1C)O2	-1.8
C[C@@H](O)C#Cc1ccc([C@@H]2[C@H]3CN(CC4CC4)CCCCN3[C@H]2CO)cc1	-0.5
CO[C@H]1CN(C)C(=O)c2cc(NC(C)=O)ccc2OC[C@H](C)N(Cc2cccc(F)c2)C[C@H]1C	-1.2
Cc1ccc(S(=O)(=O)Nc2cccc3c2O[C@@H](CN(C)Cc2ccc(C(F)(F)F)cc2)[C@H](C)CN([C@H](C)CO)C3=O)cc1	0.2
CN1[C@@H]2Cn3c(ccc(-c4ccccc4)c3=O)[C@H]1[C@@H](C(=O)NCC1CC1)[C@@H]2CO	0.4
Cc1ccc(S(=O)(=O)N(C)C[C@@H]2Oc3c(NC(=O)Nc4ccccc4)cccc3C(=O)N([C@H](C)CO)C[C@H]2C)cc1	-1.0
C[C@H]1CN([C@@H](C)CO)C(=O)c2cc(C#Cc3ccccc3F)cnc2O[C@@H]1CN(C)C(=O)C1CCC1	0.3
COc1cccc(CNC(=O)C[C@@H]2C=C[C@H](NC(=O)C3CC3)[C@H](CO)O2)c1	0.5
COc1ccc(NC(=O)Nc2ccc3c(c2)C(=O)N([C@H](C)CO)C[C@@H](C)[C@H](CN(C)Cc2ccc(C(=O)O)cc2)OCCCC[C@@H](C)O3)cc1	0.2
C[C@@H]1CN([C@@H](C)CO)C(=O)Cc2cc(NC(=O)C3CCCCC3)ccc2O[C@@H]1CN(C)CC1CC1	-0.5
COCCNC(=O)C[C@H]1C[C@H]2c3cc(NS(C)(=O)=O)ccc3O[C@H]2[C@@H](CO)O1	-0.8
COCC#Cc1ccc2c(c1)O[C@H](CN(C)CC1CCOCC1)[C@H](C)CN([C@H](C)CO)S2(=O)=O	0.2
C[C@@H]1CN([C@@H](C)CO)C(=O)c2cc(NC(=O)c3ccncc3)ccc2O[C@@H]1CN(C)Cc1ccc(C(=O)O)cc1	-0.6
C[C@H](CO)N1C[C@H](C)[C@@H](CN(C)S(=O)(=O)c2ccccc2)OCCCC[C@H](C)Oc2ccc(NC(=O)Nc3ccc4c(c3)OCO4)cc2C1=O	-0.1

Quoted from the listing.
CCNC(=O)C[C@H]1CC[C@@H]2[C@H](COC[C@H](O)CN2S(=O)(=O)c2ccccc2F)O1 | TcdB inh = -0.2
Cc1ccc(NCN2C(=O)c3ccccc3C2=O)c(C)n1 | TcdB inh = 0.6
C/C=C/c1ccc2c(c1)O[C@H](CN(C)C(=O)c1ccccc1F)[C@H](C)CN([C@H](C)CO)S2(=O)=O | TcdB inh = -0.5
Cc1ccc(NC(=O)NNC(=O)CSC2CCc3ccccc32)c(C)c1 (configuration not stated) | TcdB inh = -1.3
CCCNC(=O)C[C@@H]1CC[C@@H]2[C@H](COC[C@@H](O)CN2Cc2ccccc2F)O1 | TcdB inh = 0.7

Following part:
SMILES	TcdB inh
O=C(C[C@H]1C=C[C@@H](NC(=O)c2cnccn2)[C@H](CO)O1)NCc1ccccc1F	1.2
CNC[C@@H]1Oc2ccc(NS(C)(=O)=O)cc2CC(=O)N([C@H](C)CO)C[C@H]1C	-2.3
CNC[C@H]1Oc2c(NC(=O)NC(C)C)cccc2C(=O)N([C@@H](C)CO)C[C@H]1C	-0.4
C[C@@H]1CN([C@@H](C)CO)C(=O)c2cc(NS(=O)(=O)c3cccs3)ccc2O[C@@H]1CN(C)C(=O)Nc1ccc(C(F)(F)F)cc1	0.6
C[C@H](CO)N1C[C@H](C)[C@H](CN(C)Cc2cccc(C(F)(F)F)c2)Oc2ncc(Br)cc2C1=O	0.4
O=c1c(-c2cccnc2)nc2ccccc2n1C(c1ccccn1)c1nc2ccccc2[nH]1 (configuration not stated)	-0.4

Screening data as filed in PubChem.
